D1 PAM: potentiators of human D1 dopamine receptor | P21728 | HEK293 TREx D1 cells, calcium flux, dopamine EC20 potentiation | potentiation, % at 10 µM | 360,000 tested, 0.036% active | AID 504651; in the data active means potentiation above about 30%; further: 0% is about no effect
RXFP1 agonist: RXFP1 (human) receptor agonism; HEK293T-RXFP1 cAMP TR-FRET, 30 min; response scale: percent of porcine relaxin response, buffer zero; 370,000 tested, 0.3% active; AID 2676; Potency, µM (highest dose often 57.5 µM), for the others: at the highest dose activation, actives largely listed as activators; further: potency means the concentration at half of the fitted maximal effect; on the % scale 0 is the no-effect control and ±100 the full control effect; nearly all actives have a fitted effect of over 60% in size; many of its hits are not listed in these tables
Target sequence (Q9HBX9 whole entry, looked up): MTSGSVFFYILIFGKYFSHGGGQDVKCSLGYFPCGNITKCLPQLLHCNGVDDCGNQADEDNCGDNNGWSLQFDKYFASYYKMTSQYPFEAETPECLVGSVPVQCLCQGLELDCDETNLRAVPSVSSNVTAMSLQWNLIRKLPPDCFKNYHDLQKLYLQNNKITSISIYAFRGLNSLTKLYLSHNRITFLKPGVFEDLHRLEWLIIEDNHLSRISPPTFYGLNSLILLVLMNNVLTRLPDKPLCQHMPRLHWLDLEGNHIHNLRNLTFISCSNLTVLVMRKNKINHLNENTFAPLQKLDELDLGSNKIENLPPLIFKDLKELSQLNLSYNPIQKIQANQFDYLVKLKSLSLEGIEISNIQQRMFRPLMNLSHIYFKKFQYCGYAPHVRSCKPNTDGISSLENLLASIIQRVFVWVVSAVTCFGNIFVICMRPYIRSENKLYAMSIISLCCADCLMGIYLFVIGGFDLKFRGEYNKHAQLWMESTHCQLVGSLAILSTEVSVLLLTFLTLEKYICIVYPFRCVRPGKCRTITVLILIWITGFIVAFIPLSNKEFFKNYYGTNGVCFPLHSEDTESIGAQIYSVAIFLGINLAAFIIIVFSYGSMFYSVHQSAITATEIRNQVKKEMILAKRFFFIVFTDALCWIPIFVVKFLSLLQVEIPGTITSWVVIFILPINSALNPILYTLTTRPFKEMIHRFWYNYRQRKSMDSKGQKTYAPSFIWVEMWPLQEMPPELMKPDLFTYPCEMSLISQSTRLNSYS
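HEK293 cells stably expressing RXFP1, treated 30 min at 37C with compounds plus PDE4 inhibitor Ro 20174; cAMP measured by HTRF TR-FRET. Normalized to buffer and 29 nM porcine relaxin; EC50 by Hill fit.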
Vif-A3F inh: inhibitors of Vif-A3F interaction. HeLa A3F-eYFP + Vif (tagged APOBEC3F with the HIV-1 protein that degrades it), YFP fluorescence increase. Potency, µM (titrated, usually from 46.1 µM), without a hit: top-dose activity, negative = active. 390,000 tested, 0.2% active. AID 602313; further: potency means the concentration at half of the fitted maximal effect; % of control where 0% means no effect; nearly all actives have a fitted effect of over 65% in size
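HeLa cells stably expressing Vif plus C-terminally eYFP-tagged A3F were seeded, incubated overnight at 37 deg C, dosed with compound, incubated overnight again at 37 deg C. Yellow fluorescence (Ex 488/Em 500-530) reported blocked Vif-mediated A3F-eYFP degradation.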
RXFP1 antag: blocks the human relaxin receptor RXFP1 | 350,000 tested, 0.59% active | activity change, negative = inhibition, % at 57.5 µM | HEK293-RXFP1, relaxin-stimulated cAMP HTRF, 30 min; hits give low values | AID 1259400 | Q9HBX9;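 active means activity change of -60% or lower, but not beyond a set lower limit; inconclusive means change between -60% and -40%, or beyond the set limit; inactive means change above -40%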; further: on the % scale 0 is the no-effect control and ±100 the full control effect
D2 PAM: D2 dopamine receptor (human) potentiation | P14416 | HEK293 T-REx D2, calcium flux, EC20 dopamine potentiation | potentiation, % at 10 µM | 340,000 tested, 0.34% active;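 active means potentiation over 3 SD above the plate norm, cut at about 30% in these data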; further: 0% is about no effect
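Using a no-wash calcium dye in inducible, force-coupled HEK293 Trex cells expressing D2, we tracked fluorescence each second for 180 s after compound, then for 180 s after EC20 dopamine to detect augmented signalling.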
Vif-A3G inh: blocks the Vif interaction with human APOBEC3G | HeLa A3G-eYFP + Vif (tagged APOBEC3G with the HIV-1 protein that degrades it), YFP fluorescence, overnight | Potency, µM (titrated, usually from 46.1 µM), inactives show at the highest dose activity, negative = active, hits mostly inhibitors | 410,000 tested, 0.076% active | AID 602310;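 further: potency means the concentration at half of the fitted maximal effect; on the % scale 0 is the no-effect control and ±100 the full control effect; nearly all actives have a fitted effect of over 60% in size; hits raise eYFP signal because A3G escapes Vif-driven loss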
Target sequence (Q9HC16 whole entry, looked up): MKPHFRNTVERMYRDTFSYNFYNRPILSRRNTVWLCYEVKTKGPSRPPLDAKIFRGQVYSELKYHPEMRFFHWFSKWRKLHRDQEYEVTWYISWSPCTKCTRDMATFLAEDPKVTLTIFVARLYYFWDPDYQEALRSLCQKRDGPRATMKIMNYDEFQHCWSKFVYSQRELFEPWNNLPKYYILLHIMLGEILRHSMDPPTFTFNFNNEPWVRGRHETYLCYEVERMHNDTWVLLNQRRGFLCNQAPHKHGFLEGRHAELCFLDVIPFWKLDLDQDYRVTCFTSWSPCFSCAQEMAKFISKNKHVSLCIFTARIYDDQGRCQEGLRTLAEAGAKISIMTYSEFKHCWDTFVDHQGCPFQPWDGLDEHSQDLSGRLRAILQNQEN
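HeLa cells stably expressing Vif and C-terminally eYFP-tagged A3G, seeded overnight at 37 deg C, then exposed to compound by pintool overnight at 37 deg C. Rise in yellow fluorescence (Ex 488/Em 500-530, Acumen) marks blocked Vif-driven A3G degradation.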
D1 agonist: agonists of human D1 dopamine receptor; HEK293 T-REx D1 cells, calcium flux, agonist mode; 360,000 tested, 1% active; activation, % at 2 µM; AID 504660; in the data active means activation above about 30%; further: 0% is about no effect
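Agonism was scored from calcium flux recorded over 180 s (1 read/s) after pintool compound addition, following a 10-cycle baseline. Cells were inducible force-coupled HEK293 TREx D1, plated overnight at 30 C and loaded with no-wash calcium dye.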
Glioma ERSR ind: ER stress response induction in glioma; U87-MG GRP78 promoter luciferase reporter, 16 h; 420,000 tested, 0.02% active; AID 602332; Potency, µM, without a hit: at the top dose activation, most hits filed as activators; further: potency means the concentration at half of the fitted maximal effect; series mostly up to about 76 µM; % of control where 0% means no effect; nearly all actives have a fitted effect of over 35% in size
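Stably transfected U87-MG human glioma cells carrying a GRP78-based luminescent sensor were seeded at 1000 cells/well, pin-dosed with compounds and incubated 16 h. Luciferase reagent was then added, and end-point luminescence was read after 10 min at room temperature.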
D1 antag: blocks dopamine activation of the human D1 receptor; P21728; 360,000 tested, 3.2% active; HEK293 TREx D1 cells, calcium flux, dopamine EC80; hits give low values; activity change, negative = inhibition, % at 10 µM; in the data active means activity change below about -30%; further: on the % scale 0 is the no-effect control and ±100 the full control effect
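Using tetracycline-induced force-coupled D1 Hek293 cells and a calcium dye, signals were followed for 180 s after compound, then for 180 s after EC80 dopamine, to detect inhibitors.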
Active calls of the source: *; u = inconclusive; x = not tested or not shown; & = joins results of further samples. Unless noted, the call rests on the fitted dose curve; in most records, active means well fitted curve in the direction sought with a large enough effect; inconclusive means small, poorly fitted or top-dose-only effect, or another doubt; inactive means no such curve, though single readings can be large; an effect the other way counts as inactive or inconclusive. Only part of the results is shown; rates above refer to the full screens.

mol | D1 PAM | RXFP1 agonist | Vif-A3F inh | RXFP1 antag | D2 PAM | Vif-A3G inh | D1 agonist | Glioma ERSR ind | D1 antag
CCOC(=O)c1ccc2nc(C)c3c(c2c1)OC(C)C3 (configuration not stated) | -2.8 | 1.2% | 3.8% | 2.1 | 7.7 | 2.8% | 0.8 | -7.3% | 6.3
CCn1cc(/C=C/C(=O)Nc2ccc(C)cc2Br)cn1 | -0.1 | -0.6% | -0.6% | 1.0 | 4.6 | -2.8% | 6.9 | 0.3% | -4.5
O=C(C1CC(c2ccc(F)cc2)=NO1)N1CCN(Cc2ccccc2)CC1 (configuration not stated) | x | 0.0% | 0.2% | -28.5 | -1.1 | 2.2% | 2.5 | 0.8% | 0.2
Cc1ccc(NS(=O)(=O)c2ccc(/C=C/C(=O)O)cc2)cc1Cl | -12.0 | 0.1% | 12.8% | -12.8 | 0.3 | -0.7% | 3.4 | -0.6% | 10.6
CCNC(=S)N1CCN(c2nc(-c3ccc(F)cc3)cs2)CC1 | -4.6 | 1.7% | -11.1% | -8.5 | 2.2 | 5.6% | 2.9 | 5.5% | 4.0
CC1CCN(C(=S)Nc2ccc(F)cc2)CC1 | -3.7 | 0.3% | -0.9% | -6.1 | 15.4 | -9.6% | 2.6 | 0.8% | -11.0
CC(=O)Nc1ccc(N2C(=O)CSC2c2ccccc2[N+](=O)[O-])cc1 (configuration not stated) | 0.4 | 0.5% | 6.8% | -9.0 | 9.1 | -0.9% | 2.1 | -1.8% | -14.2
O=C(NCC1CCCO1)c1ccccc1-c1nc(-c2ccc(Cl)cc2)no1 (configuration not stated) | -10.3 | 0.7% | -7.8% | -3.6 | -1.3 | -2.5% | 0.5 | 4.7% | 0.6
CC1CC(C)CN(C(=O)c2ccc(NS(=O)(=O)c3ccc4[nH]c(=O)[nH]c4c3)cc2)C1 (configuration not stated) | -5.8 | -0.5% | 6.9% | 5.0 | 14.5 | 2.0% | 0.6 | -2.9% | -2.1
N#C/C(=C\c1ccc(O)c(O)c1)C(=O)c1ccc(O)c(O)c1 | 1.7 | -2.7% | -3.1% | x | 8.1 | -1.5% | -0.2 | -1.8%&1.2% | 16.6
COCCn1c(SCC(=O)Nc2cc(C)on2)nc2c(c1=O)SC(C)C2 (configuration not stated) | 3.0 | 0.0% | -6.4% | -9.4 | -0.2 | 1.4% | 5.2 | -2.0% | -1.6
Cc1ccc(Cc2cnc(NC(=O)C3=NCCN3)s2)cc1 | -2.1 | -0.1% | x | x | -3.2 | x | 5.0 | x | 2.8
CC(C)NC(=O)C(=O)Nc1cc2c3c(c1)C(C)C(=O)N3CCC2 (configuration not stated) | -17.6 | -3.6% | -2.7% | 10.1 | 4.4 | 0.8% | -0.9 | 7.5% | -2.2
Cc1onc(C(=O)N2CCC(Cc3ccccc3)CC2)c1[N+](=O)[O-] | -2.4 | 2.1% | 0.4% | -7.3 | -1.3 | 0.4% | 0.0 | -8.3% | -8.1
COc1cc(NC(=O)c2ccco2)c(OC)cc1NC(=O)Nc1ccc(Cl)cc1 | -5.0 | 1.8% | -8.4% | 0.9 | 13.9 | 1.8% | 2.2 | -6.8% | -44.2*
CN(C)C(=O)CC12CC3CC(C1)CC(CC(=O)N(C)C)(C3)C2 | -8.4 | 1.4% | 7.0% | -36.0 | 17.4 | 4.5% | 0.7 | -0.9% | -15.7
CC(=O)Nc1ccccc1NS(=O)(=O)c1ccc(Cl)cc1 | -4.0 | 0.3% | 1.8% | -9.1 | -7.5 | -16.3% | 2.4 | -4.2% | -5.0
C=C(C)C(=O)Oc1ccc(N=Nc2ccc(C)cc2)ccc1=O | x | x | -1.6% | -69.9* | x | u | x | u | x
C(=N\n1cnnc1)/C1CCCCC1 | -0.1 | -1.8% | -0.3% | 5.5 | 17.6 | -0.8% | 0.8 | -3.8% | -1.1
CCOC(=O)C(C)c1c(C(=O)c2ccc(C)nc2)c2ccccc2n1C (configuration not stated) | 3.9 | 3.3% | x | x | 8.1 | x | 0.8 | x | 2.6
O=C(c1ccc2ncsc2c1)N1CCN(c2nc3ccccc3s2)CC1 | -8.1 | 1.5% | -15.4% | -0.1 | -0.2 | -0.1% | 12.0 | -0.6% | 3.7
CC(=O)N1N=C(c2c(-c3ccccc3)c3cc(C)ccc3[nH]c2=O)CC1c1ccco1 (configuration not stated) | 8.1 | 0.6% | -6.4% | -12.0 | -5.7 | -6.0% | 1.4 | -4.7% | 13.3
CCN1CC(CNCc2cn(-c3ccc(OC)cc3)nc2-c2ccccc2Cl)CC1=O (configuration not stated) | 5.5 | 0.1% | -1.9% | -17.7 | -0.6 | -0.6% | 2.7 | -8.4% | -3.4
CCc1nnc(NC(=O)CSc2nnc3c(C)cc4c(C)ccc(C)c4n23)s1 | 0.7 | 2.3% | -0.6% | 5.3 | 6.3 | u | 1.9 | -3.5% | 5.5
CCn1c(SCC(=O)c2ccccc2)nc2ccccc2c1=O | 4.1 | 1.3% | 0.2% | -2.7 | 10.1 | -1.9% | 0.6 | 0.5% | -2.9
CC(=O)NC(=S)Nc1ccc(NC(=O)c2cccnc2Cl)cc1 | -2.0 | 6.7% | 5.2% | 22.1 | 2.8 | 0.1% | 4.0 | -2.4% | 7.2
CC(=O)/C(=C/Nc1ccc(Oc2ccccc2)cc1)c1ccccc1 | -2.7 | 1.8% | -3.5% | x | 0.1 | 2.1% | 1.6 | -2.5% | -6.1
O=C(Cc1csc(-c2ccc(F)cc2)n1)Nc1cccc(S(=O)(=O)NC2=NCCC2)c1 | -15.4 | 2.5% | -3.5% | -5.4 | -18.3 | -0.9% | 0.8 | -0.7% | -30.3*
O=C/C(=C\Nc1ccc(C(=O)N2CCOCC2)cc1)c1nc2ccccc2o1 | -1.9 | -1.0% | 0.5% | -4.9 | 8.3 | -0.5% | 2.8 | -1.1% | 14.0
C[C@H]1CN([C@@H](C)CO)C(=O)CCCn2nncc2CO[C@@H]1CN(C)C(=O)Nc1ccc(N2CCCCC2)cc1 | x | x | -5.3% | 6.0 | x | 0.4% | x | -2.1% | x

Brought forward from above: 5 compounds, followed by the next part.
mol | D1 PAM | RXFP1 agonist | Vif-A3F inh | RXFP1 antag | D2 PAM | Vif-A3G inh | D1 agonist | Glioma ERSR ind | D1 antag
CC(=O)NC(=S)Nc1ccc(NC(=O)c2cccnc2Cl)cc1 | -2.0 | 6.7% | 5.2% | 22.1 | 2.8 | 0.1% | 4.0 | -2.4% | 7.2
CC(=O)/C(=C/Nc1ccc(Oc2ccccc2)cc1)c1ccccc1 | -2.7 | 1.8% | -3.5% | x | 0.1 | 2.1% | 1.6 | -2.5% | -6.1
O=C(Cc1csc(-c2ccc(F)cc2)n1)Nc1cccc(S(=O)(=O)NC2=NCCC2)c1 | -15.4 | 2.5% | -3.5% | -5.4 | -18.3 | -0.9% | 0.8 | -0.7% | -30.3*
O=C/C(=C\Nc1ccc(C(=O)N2CCOCC2)cc1)c1nc2ccccc2o1 | -1.9 | -1.0% | 0.5% | -4.9 | 8.3 | -0.5% | 2.8 | -1.1% | 14.0
C[C@H]1CN([C@@H](C)CO)C(=O)CCCn2nncc2CO[C@@H]1CN(C)C(=O)Nc1ccc(N2CCCCC2)cc1 | x | x | -5.3% | 6.0 | x | 0.4% | x | -2.1% | x
O=C(NCc1ccncc1)/C(=C\c1ccc(F)cc1)NC(=O)c1ccccc1 | 1.1 | 3.5% | -2.6% | 5.4 | 22.9 | -0.7% | 0.8 | -0.4% | -8.3
NC(=O)c1cccc2c3c([nH]c12)CCCC3 | -4.3 | 0.0% | 5.1% | 1.5 | -3.6 | 2.3% | 0.9 | 9.5% | 9.4
COc1cccc(NC(=O)COC(=O)c2nc(Cl)ccc2Cl)c1 | 4.1 | 6.6% | -34.8% | -12.0 | 2.9 | -4.7% | 6.9 | -5.6% | -1.5
CN(CC(=O)Nc1nc2ccccc2s1)S(=O)(=O)c1ccc(Br)cc1 | -8.6 | -5.8% | -3.7% | -35.4 | 4.6 | 1.2% | 10.7 | 1.2% | -7.8
CCCS(=O)(=O)N1CCN(C(=O)c2cccnc2)CC1 | -2.0 | -1.1% | -0.5% | 0.1 | -10.6 | 0.3% | 1.8 | -2.9% | -1.9
O=C(Cc1ccccc1)Nc1ccc(NC(=O)Cc2ccccc2)c(Cl)c1 | -0.3 | 0.1% | -4.8% | 3.9 | 7.1 | 0.7% | 2.1 | -4.4% | -35.9*
COc1ccc(Nc2ncnc3sc(C)cc23)cc1 | -6.0 | -5.1% | -2.0% | -6.4 | x | -6.0% | -0.4 | 3.5% | -13.7
CCc1ccc(NCc2cc3ccc(OC)cc3n(CC(=O)Nc3ccccc3C)c2=O)cc1 | 0.5 | 5.0% | -4.7% | x | -10.6 | -3.9% | 0.2 | -3.0% | 23.1
O=C(CNS(=O)(=O)c1ccccc1)NCc1cccnc1 | -3.0 | -2.4% | 2.4% | -2.6 | 4.0 | 5.2% | 2.3 | -4.0% | -14.8
O=C(CCc1nc2ccccc2s1)OCC(=O)c1ccc[nH]1 | -2.6 | 0.1% | -7.6% | -10.7 | 1.4 | 0.4% | 2.7 | -2.4% | 3.5
CC(=O)N/C(=C\c1ccc(F)cc1)C(=O)OC(C)C | -3.8 | -1.5% | 3.8% | x | 2.1 | -2.1% | 0.8 | -3.7% | 0.9
Cc1cnn(-c2nc(-c3ccccc3)cc(-c3ccccc3)n2)c1 | -4.3 | 1.9% | 0.2% | u | 11.6 | -1.2% | 6.7 | -5.4% | 1.4
N/C(=N\OC(=O)c1cccc(F)c1)c1cccc([N+](=O)[O-])c1 | -3.3 | 2.6% | 1.8% | 0.9 | x | 2.3% | 0.7 | 2.8% | -10.7
O=C1N=C(N2CCCCC2)S/C1=C\c1ccccc1F | -3.6 | 2.1% | -5.7% | -8.5 | 2.2 | -6.8% | 0.0 | 3.0% | -17.1
CCOC(=O)N1CCN(C(=O)C(=O)c2cn(CC(=O)N3CCCCCC3)c3ccccc23)CC1 | -5.7 | 4.7% | -7.6% | -9.1 | 1.7 | -3.2% | 4.6 | -3.9% | 17.6
CCCn1nnc2c(=O)oc3ccccc3c21 | -0.9 | 1.7% | -7.5% | -6.4 | 7.5 | -1.3% | 2.6 | -3.7% | 6.9
CC(Sc1nc(N)cc(=O)[nH]1)C(=O)N1CCOCC1 (configuration not stated) | -5.4 | 0.0% | u | -3.3 | x | 0.8% | 1.5 | -0.8% | -27.6

Source: PubChem BioAssay (National Center for Advancing Translational Sciences (NCATS))
